Screening data deposited in PubChem BioAssay by National Center for Advancing Translational Sciences (NCATS).
Integrin act MD: activates integrin-mediated alleviation for muscular dystrophy; Potency, µM (top dose mostly 38.3 µM), without a hit: at the highest dose activation, hits mostly activators; alpha7betagal myoblasts, beta-gal FDG fluorescence, 48 h; 350,000 tested, 0.064% active; AID 624291;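 note: potency is the fitted concentration of half-maximal effect; 100% = response of the positive control SU9516; nearly all actives have a fitted effect of over 60% in size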
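Alpha7betagal+/- myoblasts (passage 13) were plated 16-24 hr, then exposed to compounds (1:260 dilution of DMSO stock) for 48 hours at 37C. After MPER lysis, β-galactosidase reporter activity was read as FDG fluorescence (ex 480/em 540) after 30 minutes.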
B2AR arrestin: recruits beta-arrestin to the human beta2-adrenergic receptor; P07550; beta-arrestin recruitment to beta2AR, cell-based reporter; Potency, µM (series often up to 46.1 µM), for the others: top-dose activation, most hits filed as activators; 330,000 tested, 0.02% active;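 note: potency is the fitted concentration of half-maximal effect; 0% = DMSO controls and full agonism = EC100 isoproterenol or metaproterenol; nearly all actives have a fitted effect of over 65% in size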
S-ASM inh: blocks human secretory acid sphingomyelinase; P17405; Potency, µM (series often up to 57.5 µM), for inactives: at the highest dose activity change, negative = inhibition, actives largely listed as inhibitors; placental ASM, HMU-PC fluorogenic substrate, 60 min; 340,000 tested, 0.006% active; note: potency is the fitted concentration of half-maximal effect
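qHTS format. ASM enzyme prepared from human placenta hydrolyses the fluorogenic substrate HMU-PC0 (9 uM final) over 60 min at 37 °C after a 10 min compound preincubation.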
Tb PFK inh: inhibitors of T. brucei phosphofructokinase; O15648; T. brucei PFK, ADP-Glo luminescence; Potency, µM (highest dose often 57.5 µM), inactives show at the highest dose activity, negative = inhibition, most hits filed as inhibitors; 330,000 tested, 0.17% active;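 note: potency is the fitted concentration of half-maximal effect; 0% = uninhibited 1x PFK enzyme wells and -100% = no-enzyme wells; nearly all actives have a fitted effect of over 60% in size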
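PFK 1.25 nM, F6P 0.5 mM, ATP 0.1 mM, 0.1 M TEA pH 8.0, 5 mM MgCl2, 0.01% Tween20, 0.1% BSA; 45 min RT. ADP-Glo readout. qHTS titration up to 57 uM; curves fitted, compounds curve-classed.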
Giardia kill: Giardia lamblia killing. Giardia lamblia trophozoite viability. activity change, % at 7.66 µM, hits read low. 340,000 tested, 0.15% active. AID 540267; in the data active = activity change below about -80%; inconclusive = between about -30% and that limit;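 note: parasites exposed to compound for two days anaerobically before the ATP read; % is set by controls: 0 for no effect and ±100 for the full control effect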
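Each well holds 100 Giardia trophozoites and compound. After two days (48 hrs) at 37 deg C in anaerobic conditions, ATP is quantified by luminescence.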
FBPA coupling cs: counter-screen for Giardia aldolase inhibitors: coupling enzyme system; coupling enzyme system counterscreen, AmpLite Red fluorescence; activity change, negative = inhibition, % at 58.2 µM, hits read low; 290,000 tested, 0.67% active; AID 2472; in the data active = activity change below about -30%; note: % is set by controls: 0 for no effect and ±100 for the full control effect
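Counterscreen lacking aldolase: glyceraldehyde-3-phosphate coupling-enzyme reagent preincubated 10 min at RT with compound (at 57.5 uM final), then substrate/coupling system with AmpLite Red added; fluorescence read at 525/598 nm after 20 min RT.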
PTAP TSG101 blk: blocks PTAP/TSG101 interaction to inhibit HIV-1 budding; AID 493005; 340,000 tested, under 10 active; Fluorescence polarization, FITC-PTAP peptide / Tsg101 binding; Potency, µM (doses to about 115 µM), for the others: at the highest dose activity change, negative = inhibition, usual class: inhibitors; Q99816; active = well fitted inhibition curve with a large enough effect in the main read-out, with a control signal flat, not every such curve was filed as active; inconclusive = small, poorly fitted or top-dose-only effect, or effect the other way, or a change in a side signal; inactive = no such curve, though single readings can be large or run the other way; note: potency is the fitted concentration of half-maximal effect; % of control where 0% means no effect
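Compounds were pin-transferred onto Tsg101 binding domain (10 uM final) in HEPES pH 7.5 buffer, then FITC-PTAP peptide was added at 50 nM final. After 20 min at RT, polarization reported peptide displacement across a qHTS concentration series.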
BCR signal inh: chronic active BCR signaling inhibition. 340,000 tested, 0.05% active. Potency, µM (top dose mostly 46.1 µM), without a hit: at the highest dose ratio change, negative = lower green/red ratio, most hits filed as inhibitors. ABC-DLBCL IkBa-CBG/CBR reporter, luminescence ratio, 4 h; active = well fitted inhibition curve with a large enough effect in the signal ratio, with a control signal flat, not every such curve was filed as active; inconclusive = small, poorly fitted or top-dose-only effect, or effect the other way, or a change in a side signal; the % refers to the signal ratio;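 note: potency is the fitted concentration of half-maximal effect; plate controls were basal doxycycline-induced cells for no effect and cells given 10 µM MG132 for full effect; MG132 reads +100%, hits lower the ratio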
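TMD8 ABC-DLBCL cells carrying doxycycline-inducible green luciferase fused to IkappaBalpha plus unfused red luciferase were exposed to compounds (up to 46 uM) for 4 hrs at 37C. Activity came from the overlap-corrected green/red luminescence ratio.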
Menin MLL FP TR: displaces Texas Red mutant MLL peptide from human menin | O00255 | Menin + Texas Red MLL mutant peptide, fluorescence polarization | 270,000 tested, 0.23% active | Potency, µM (series often up to 61.6 µM), for inactives: at the top dose FP activity change, negative = inhibition, actives largely listed as inhibitors | AID 1768; active = well fitted inhibition curve with a large enough effect in the polarisation, with a control signal flat, not every such curve was filed as active; inconclusive = small, poorly fitted or top-dose-only effect, or effect the other way, or a change in a side signal; inactive = no such curve, though single readings can be large or run the other way; the % refers to the polarisation; note: potency is the fitted concentration of half-maximal effect; % of control where 0% means no effect; many of its hits are not listed in these tables
PKM2 act: activators of human pyruvate kinase M2; purified PKM2, Kinase-Glo ATP luminescence, activation; response scale: 0% is enzyme alone, no compound; Potency, µM (doses to about 57.5 µM), for inactives: top-dose activation, most hits filed as activators; 260,000 tested, 0.34% active; note: potency is the fitted concentration of half-maximal effect; % is set by controls: 0 for no effect and ±100 for the full control effect; nearly all actives have a fitted effect of over 55% in size
Target sequence (P14618 whole entry, looked up): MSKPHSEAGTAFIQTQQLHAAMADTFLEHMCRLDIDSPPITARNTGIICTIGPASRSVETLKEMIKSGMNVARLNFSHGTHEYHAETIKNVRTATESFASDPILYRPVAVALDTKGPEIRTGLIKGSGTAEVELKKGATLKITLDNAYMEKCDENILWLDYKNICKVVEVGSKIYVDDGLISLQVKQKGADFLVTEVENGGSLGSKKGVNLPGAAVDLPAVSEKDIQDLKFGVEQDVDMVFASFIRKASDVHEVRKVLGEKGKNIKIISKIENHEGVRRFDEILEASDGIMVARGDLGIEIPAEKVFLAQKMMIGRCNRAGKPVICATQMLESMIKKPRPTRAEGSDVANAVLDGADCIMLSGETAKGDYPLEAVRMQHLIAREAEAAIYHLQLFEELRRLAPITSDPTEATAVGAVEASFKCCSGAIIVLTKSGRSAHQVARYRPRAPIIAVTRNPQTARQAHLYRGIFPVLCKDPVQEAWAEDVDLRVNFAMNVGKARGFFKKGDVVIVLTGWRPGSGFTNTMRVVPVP
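hPK-M2, >95% pure; 0.1 mM ADP / 0.5 mM PEP final; imidazole pH7.2 buffer w/ 7 mM MgCl2, 50 mM KCl; 1 h RT; Kinase-Glo lum. Intermediate enzyme activity for dual inhibitor/activator qHTS.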
GALK inhibitor: inhibitors of human galactokinase; 270,000 tested, 0.007% active; Purified GALK, Kinase-Glo residual ATP luminescence; AID 1868; Potency, µM (series often up to 57.5 µM), for the others: at the highest dose activity change, negative = inhibition, usual class: inhibitors; P51570; note: potency is the fitted concentration of half-maximal effect; % is set by controls: 0 for no effect and ±100 for the full control effect
Target sequence (P51570 whole entry, looked up): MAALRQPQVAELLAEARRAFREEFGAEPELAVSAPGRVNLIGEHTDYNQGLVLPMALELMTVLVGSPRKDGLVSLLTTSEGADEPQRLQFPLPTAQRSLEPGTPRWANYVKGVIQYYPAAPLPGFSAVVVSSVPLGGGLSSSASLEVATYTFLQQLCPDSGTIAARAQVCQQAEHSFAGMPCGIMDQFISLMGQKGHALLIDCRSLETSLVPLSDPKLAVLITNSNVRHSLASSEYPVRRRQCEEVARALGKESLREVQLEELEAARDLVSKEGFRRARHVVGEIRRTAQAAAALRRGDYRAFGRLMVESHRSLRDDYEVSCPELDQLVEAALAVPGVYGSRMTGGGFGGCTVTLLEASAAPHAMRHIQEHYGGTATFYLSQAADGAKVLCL
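Kinase-Glo Plus luminescence measured ATP left after a 1 h room-temperature reaction. The reaction used 5 nM GALK, 100 uM galactose and 35 uM ATP at pH 8.0 (20 mM HEPES, 5 mM MgCl2, 60 mM NaCl, 1 mM DTT, 0.01% BSA).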
Numbers without * were called inactive; ? = inconclusive; . = no result given; & = joins results of further samples; [ ] = another dose, or the depositor's remark. Unless noted, calls come from the whole dose curve; as a rule, active = well fitted curve in the direction sought with a large enough effect; inconclusive = small, poorly fitted or top-dose-only effect, or another doubt; inactive = no such curve, though single readings can be large; an effect the other way counts as inactive or inconclusive.

Sample of the layout (6 entries):
SMILES	Integrin act MD	B2AR arrestin	S-ASM inh	Tb PFK inh	Giardia kill	FBPA coupling cs	PTAP TSG101 blk	BCR signal inh	Menin MLL FP TR	PKM2 act	GALK inhibitor
COc1ccc(-n2nc3c(c2NC(C)=O)CS(=O)(=O)C3)cc1	-41%	0.1%	0%	0%	-1	0	-2%	5%	3%	.	-1%
Cc1ccc(C(=O)CSc2nc(N)cc(=O)[nH]2)cc1C	-3%	0.2%	-4%	-1%	?	0	-1%	2%	0%	-1%	5%
Cc1cccc(OCCC(=O)OCc2csc(CC(=O)Nc3ccccc3C)n2)c1	-22%	0.1%	-5%	1%	26	.	-3%	-2%	.	.	.
CC1CC(C)(C)NC(=S)N1CCCC(=O)Nc1ccc(F)cc1 (stereo not given)	-10%	0.4%	5%	3%	-2	1	0%	1%	5%	.	0%
CCOC(=O)N1CCN(C(=O)CCNS(=O)(=O)c2ccccc2)CC1	11%	0.2%	1%	-7%	29	.	.	4%	.	-2%	-3%
O=c1[nH]c(=O)n(-c2ccccc2)c2c1C(C(F)(F)F)(C(F)(F)F)N=C(C1CCCCC1)N2	-16%	-1.9%	-13%	-2%	2	-2	-1%	?	2%	10%	-2%

The list itself, previewed entries included:
SMILES	Integrin act MD	B2AR arrestin	S-ASM inh	Tb PFK inh	Giardia kill	FBPA coupling cs	PTAP TSG101 blk	BCR signal inh	Menin MLL FP TR	PKM2 act	GALK inhibitor
COc1ccc(-n2nc3c(c2NC(C)=O)CS(=O)(=O)C3)cc1	-41%	0.1%	0%	0%	-1	0	-2%	5%	3%	.	-1%
Cc1ccc(C(=O)CSc2nc(N)cc(=O)[nH]2)cc1C	-3%	0.2%	-4%	-1%	?	0	-1%	2%	0%	-1%	5%
Cc1cccc(OCCC(=O)OCc2csc(CC(=O)Nc3ccccc3C)n2)c1	-22%	0.1%	-5%	1%	26	.	-3%	-2%	.	.	.
CC1CC(C)(C)NC(=S)N1CCCC(=O)Nc1ccc(F)cc1 (stereo not given)	-10%	0.4%	5%	3%	-2	1	0%	1%	5%	.	0%
CCOC(=O)N1CCN(C(=O)CCNS(=O)(=O)c2ccccc2)CC1	11%	0.2%	1%	-7%	29	.	.	4%	.	-2%	-3%
O=c1[nH]c(=O)n(-c2ccccc2)c2c1C(C(F)(F)F)(C(F)(F)F)N=C(C1CCCCC1)N2	-16%	-1.9%	-13%	-2%	2	-2	-1%	?	2%	10%	-2%
COc1ccc(NCC(O)Cn2c(C)c(C)c3ccccc32)cc1 (stereo not given)	-11%	-0.1%	-19%	0%	-13	-6	-1%	?	?	1%	6%
COc1cccc(-c2c(-c3cc(OC)cc(OC)c3)n(C)c3ccc(Br)cc23)c1	-31%	0.2%	8%	1%	-4	.	0%	?	.	.	.
CCOc1ccc(NC(=O)CSc2nccn2C)cc1	-2%	0.2%	-1%	2%	-1	3	-7%	?	-18%	4%	-3%
COC(=O)C1=C(C(=O)OC)[C@@H]2N(C)c3ccc(OC)cc3[C@@]23C[C@@H](C(=O)OC)N(C(=O)c2ccc(Br)cc2)C3=N1	-20%	-0.4%	0%	0%	-30	0&0	-10%	1%	0%[11.7 µM]	2%[11.5 µM]	-1%
CC(=O)C1=C(O)C(=O)N(Cc2ccco2)C1c1ccccc1F (stereo not given)	?	-0.9%	8%	-5%	-6	-8	-2%	9%	-11%	0%	0%
Brc1ccccc1-c1nnc(CSc2nnc3sc4ccccc4n23)o1	4%	-0.5%	4%	5%	-7	4	-3%	-14%	2%	7%	0%
O=C(Nc1ccc(OC(F)(F)F)cc1)c1ccc2nccnc2c1	-31%	-0.2%	4%	3%	22	-10	1%	-7%	?	-1%	0%
N#Cc1ccc(OCC(=O)Nc2ccccc2NS(=O)(=O)c2cccs2)cc1	21%	0.1%	1%	-4%	7	6	-2%	5%	0%	5%	2%
CC(=O)Nc1ccc2oc(-c3ccccc3)nc2c1	?	-0.2%	0%	0%	6	0	-2%	?	-17%	-4%	4%
Oc1c(N=NC(=S)Nc2ccccc2F)c2ccccc2n1Cc1ccc(F)cc1	-41%[inhibitor]	-0.6%	-8%	-3%	?	-4	-1%	-20%	?	-8%	2%
O=C(CSc1nc2ccccc2n1CC(=O)NCc1ccccc1)NCc1ccco1	14%	-0.2%	-1%	0%	-9	-1	-2%	3%	0%	3%	0%
CN(Cc1c(F)cccc1Cl)C(=O)CNC(=O)c1cccs1	-12%	0.4%	-1%	1%	-6	.	-4%	-18%	.	2%	-11%
CC(C)(C)n1cnnc1Sc1ccc([N+](=O)[O-])cn1	-50%[inhibitor]	-0.3%	5%	4%	-12	-2	-6%	-11%	.	0%	1%
O=C(COC(=O)c1cccs1)Nc1ccccc1Cl	-2%	-0.1%	-2%	1%	-17	0	1%	-15%	0%	3%	10%
O=C(NNC(=O)C(c1ccccc1)c1ccccc1)c1ccccn1	-63%[inhibitor]	-0.7%	4%	0%	1	-1	-2%	?	8%	-4%	-1%
O=C(Nc1cccc(S(=O)(=O)Nc2ccc(Cl)cc2)c1)c1ccccn1	-2%	0.8%	-27%	-6%	7	.	-3%	0%	.	.	.
CCOC(=O)COc1ccc(/C=C2/SC(=Nc3ccccc3)N(Cc3cccnc3)C2=O)cc1OC	-40%	0.4%	-5%	-1%	-18	2	-7%	?	.	0%	0%
Cc1cc(C)cc(NC(=S)N2CCC(c3nc4ccccc4s3)CC2)c1	0%	0.4%	-2%	3%	1	2	-1%	5%	2%	-2%	0%
O=C(Nc1cccc(F)c1)c1cccc2c1C(=O)N(C1CCCCC1)C2	?	0.1%	-5%	-3%	19	.	0%	-3%	.	.	8%
CC(=O)N/C(=N/c1nc(C)cc(C)n1)Nc1ccc(C)cc1C	?	0.4%	0%	0%	3	0	-5%	1%	-19%	.	5%
O=C1SC(SCc2ccccc2Cl)=N/C1=C\c1ccc(C(=O)O)cc1	21%	0.0%	6%	?	-8	9	-6%	?	12%	-6%	3%
COc1ccc([N+](=O)[O-])c(S(=O)(=O)c2ccc(Cl)cc2)n1	-55%[inhibitor]	-0.8%	-1%	-4%	7	-1	0%	?	.	12%	-2%
O=C1/C(=C/c2ccc([N+](=O)[O-])cc2)Oc2cc(O)ccc21	3%	-0.6%	-5%	6%	-4	0	-3%	?	?	.	.
O=C(Nc1ccccc1F)C1CCCN(S(=O)(=O)c2cccc3cccnc23)C1 (stereo not given)	0%	0.3%	-8%	3%	-26	1	2%	1%	3%[11.7 µM]	1%	0%
COc1ccc(C(=O)Oc2cc(C(=S)N3CCOCC3)ccc2OC)cc1	4%	-0.9%	0%	-1%	3	3	0%	-5%	-9%	.	3%
C=CCn1cccc(C(=O)Nc2ccc(OC)cc2OC)c1=O	3%	-0.2%	-3%	-3%	-6	0	-4%	11%	12%	2%	-2%
CCCC(=O)N1CCC(CCC(=O)NC2CC2)CC1	31%	0.1%	-3%	-5%	-8	0	1%	0%	-7%	.	0%
CCOC(=O)[C@@H]1[C@H]2COc3cc(OC)ccc3[C@H]2N2C(=O)N(c3ccc(F)cc3)C(=O)[C@]12C	-1%	-0.7%	-4%	7%	5	-5	0%	6%	-7%	6%	.
CCOC(=O)C1=C(C)NC(C)=C(C(=O)OCC)C1C(=O)O	2%	0.2%	-2%	-3%	-18	0	-3%	5%	11%	0%	1%
CCN(c1ccc(C(=O)CSc2nnc(C3CC3)n2C2CC2)cc1)S(C)(=O)=O	?	0.4%	0%	8%	8	.	-6%	-12%	.	.	.
O=C(CSC(=S)N1CCCCC1)N1N=CCC1c1ccccc1 (stereo not given)	8%	0.4%	4%	-1%	-8	6	-9%	?	-19%	-10%	-1%
O=S(=O)(c1ccccc1)N1CCN(C(=S)Nc2ccccc2)CC1	22%	-1.0%	6%	-6%	-19	.	-3%	1%	.	3%	-6%
Cc1ccc(-c2cn(-c3ccccc3)c(=S)[nH]2)cc1C	23%	0.9%	-4%	-26%	12	-6	-7%	?	9%	.	-2%

The list is partial (hit frequency here may not be typical).
